Screening data: PubChem, National Center for Advancing Translational Sciences (NCATS)
NPC1 promoter act = activates the NPC1 promoter. Huh7 NPC1 promoter luciferase reporter, 24 h. Potency, µM (top dose mostly 9.22 µM), inactives show top-dose activation, usual class: activators. 320,000 tested, 2.4% active;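 note: % of control where 0% means no effect; nearly all actives have a fitted effect of over 60% in size; reporter is driven by a mutant NPC1 promoter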
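Compounds in DMSO were transferred onto Huh7 NPC1-luciferase reporter cells pre-incubated 2 h; after 24 h at 37 °C, Amplite reagent was dispensed and luminescence recorded 10 min later.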
VP16 counter = inhibits Gal4-VP16 luciferase reporter, ROR gamma counter-screen. Drosophila S2 Gal4-VP16 UAS-luciferase, luminescence, 20 h. Potency, µM (highest dose often 53.6 µM), for the others: top-dose activity, negative = inhibition, hits mostly inhibitors. 310,000 tested, 3.5% active. AID 2546;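 note: Gal4-VP16 expression switched on by copper sulfate through the metallothionein promoter; % is set by controls: 0 for no effect and ±100 for the full control effect; nearly all actives have a fitted effect of over 50% in size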
uPA generation = inhibitors of cell surface uPA generation. cell surface uPA generation assay, qHTS. 330,000 tested, 0.31% active. AID 540303. Potency, µM (doses to about 38.3 µM), for inactives: at the highest dose activity change, negative = inhibition, usual class: inhibitors; active = well fitted inhibition curve with a large enough effect; inconclusive = small, poorly fitted or top-dose-only effect; inactive = no such curve, though single readings can be large or run the other way; tested in mouse RAW 264.7 cells; note: % is set by controls: 0 for no effect and ±100 for the full control effect; nearly all actives have a fitted effect of over 55% in size
ELG1 genotox = induces genotoxicity in HEK293T cells with luciferase-tagged ELG1; HEK293T ELG1-luciferase reporter, luminescence, 16 h; Potency, µM (doses to about 46 µM), inactives show at the highest dose activity change, positive = activation, hits mostly activators; 330,000 tested, 1.3% active; AID 504466; note: % of control where 0% means no effect; nearly all actives have a fitted effect of over 60% in size
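Luminescence read-out: rising ELG1-luciferase signal, reflecting elevated ELG1 protein under genetic stress, flags genotoxic compounds. Cells were treated for 16 hr at 37 °C before ONE-Glo detection.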
FLuc counter = firefly luciferase modulation, counter-screen for miR-21 project | 360,000 tested, 6.9% active | purified FLuc, Km substrates, luminescence inhibition | P08659 | Potency, µM (top dose mostly 57.5 µM), for the others: at the top dose activity change, negative = inhibition, most hits filed as inhibitors;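 note: plate controls were vehicle for no effect and reference inhibitor for full effect; nearly all actives have a fitted effect of over 55% in size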
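Purified P. pyralis luciferase, 10 nM final, with Km-level 10 uM D-luciferin and 10 uM ATP in 50 mM Tris acetate pH 7.5, 10 mM Mg acetate, 0.01% Tween-20, 0.05% BSA; 6-point qHTS titration about 60 µM downward; luminescence read.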
RORgamma inh = ROR gamma (mouse) transcription inhibition. P51450. Potency, µM (series often up to 53.6 µM), without a hit: top-dose activity change, negative = inhibition, most hits filed as inhibitors. 310,000 tested, 5.4% active. AID 2551. Drosophila S2 Gal4-RORgamma UAS-luciferase reporter, 20 h; note: % is set by controls: 0 for no effect and ±100 for the full control effect; nearly all actives have a fitted effect of over 60% in size
Target sequence (P51450 whole entry, looked up, the tested form may be a part): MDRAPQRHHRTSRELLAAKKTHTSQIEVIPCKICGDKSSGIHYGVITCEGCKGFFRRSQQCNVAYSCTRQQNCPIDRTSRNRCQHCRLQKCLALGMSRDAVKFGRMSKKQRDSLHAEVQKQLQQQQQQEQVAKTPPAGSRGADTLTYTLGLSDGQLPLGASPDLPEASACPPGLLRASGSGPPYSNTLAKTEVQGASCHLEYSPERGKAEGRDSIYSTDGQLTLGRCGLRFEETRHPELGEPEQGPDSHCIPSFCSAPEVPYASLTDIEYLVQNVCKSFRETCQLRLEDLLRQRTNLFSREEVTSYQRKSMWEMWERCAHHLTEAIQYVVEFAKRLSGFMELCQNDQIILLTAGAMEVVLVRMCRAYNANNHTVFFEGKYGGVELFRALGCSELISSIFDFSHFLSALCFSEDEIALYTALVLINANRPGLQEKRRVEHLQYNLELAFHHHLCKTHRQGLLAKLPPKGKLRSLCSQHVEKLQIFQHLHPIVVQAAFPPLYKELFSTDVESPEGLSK
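Using a luciferase readout, inhibitors were identified by reduced reporter activity in Drosophila cells coexpressing a copper-inducible Gal4–ROR gamma fusion and UAS-driven Photinus luciferase, incubated 20 hr after 700 uM copper sulfate.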
p53 reactivation = mutant p53 re-activation in reporter cells; Potency, µM (top dose mostly 92.2 µM), for the others: top-dose activity change, positive = activation, usual class: activators; H1299 p53-A138V BP100-luciferase reporter, luminescence, 24 h; 320,000 tested, 0.063% active; note: % of control where 0% means no effect; nearly all actives have a fitted effect of over 45% in size
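H1299 (p53-null), stable ts p53-A138V + BP100-Luc; 1000 cells/well, Opti-MEM/10% FBS; cpd 4 pt, 1:5; 24 h, 37 deg C, 5% CO2; detection reagent 10 min RT; luminescence.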
MBNL1-CUG inh = blocks human MBNL1 binding to CUG repeat RNA | AID 2675 | TR-FRET MBNL1-His/biotin-(CUG)12 binding, 665/545 ratio | Potency, µM (top dose mostly 57.5 µM), inactives show at the top dose activity change, negative = inhibition, usual class: inhibitors | 280,000 tested, 0.036% active; active = well fitted inhibition curve with a large enough effect in the signal ratio, with a control signal flat, not every such curve was filed as active; inconclusive = small, poorly fitted or top-dose-only effect, or effect the other way, or a change in a side signal; inactive = no such curve, though single readings can be large or run the other way; the % refers to the signal ratio; note: % is set by controls: 0 for no effect and ±100 for the full control effect
Target sequence (Q9NR56 whole entry, looked up): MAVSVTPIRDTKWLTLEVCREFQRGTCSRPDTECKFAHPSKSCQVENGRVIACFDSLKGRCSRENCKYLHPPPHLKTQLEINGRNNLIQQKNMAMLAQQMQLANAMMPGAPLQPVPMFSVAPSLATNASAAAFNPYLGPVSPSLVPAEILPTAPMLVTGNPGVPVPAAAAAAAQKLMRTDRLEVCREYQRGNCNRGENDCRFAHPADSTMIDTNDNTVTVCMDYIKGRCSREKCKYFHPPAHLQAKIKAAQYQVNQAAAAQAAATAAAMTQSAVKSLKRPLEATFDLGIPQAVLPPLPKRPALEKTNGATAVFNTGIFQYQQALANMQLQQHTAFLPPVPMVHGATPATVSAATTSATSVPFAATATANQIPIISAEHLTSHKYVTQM
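Ratiometric TR-FRET (665 over 545 nm, excitation 340 nm) tracks disruption of MBNL1-His/biotin-(CUG)12 complex after 60 min at room temperature, with compounds at 92 nM to 58 uM final.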
BRCA1 expr act = BRCA1 expression activation; 380,000 tested, 1.1% active; AID 624202; Potency, µM (highest dose often 46.1 µM), inactives show top-dose activation, most hits filed as activators; MCF7-BRCA1-FFLuc reporter, luminescence, 48 h; response scale: scaled: vehicle 0%, 10 µM genistein 100%; note: nearly all actives have a fitted effect of over 80% in size; some results filed as inactive show a strong effect at the top dose
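MCF7-BRCA1-FFLuc cells, 2000/well in phenol-red-free MEM, attached 2 h then treated 48 h at 37 C. Luciferase luminescence read 15 min after reagent; normalized to genistein maximum activation (10microM) and DMSO, concentration-response fitted.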
Rab9 prom act = activates the Rab9 promoter. AID 485297. 320,000 tested, 2.8% active. Huh7 Rab9 promoter-luciferase reporter, luminescence, 24 h. Potency, µM (highest dose often 9.22 µM), without a hit: top-dose activation, negative = inhibition, hits mostly activators; note: % of control where 0% means no effect; nearly all actives have a fitted effect of over 60% in size
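Quantitative HTS format; Huh7 Rab9-luciferase reporter cells (1500/well) receive compound 2 h post-plating, incubate 24 h at 37 °C, then get luciferase reagent for 10 min before luminescence reading.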
The depositor's hits bear a star; ? = inconclusive; . = not tested or not shown; & = joins results of further samples; [ ] = dose if it differs, or a comment. Unless noted, calls come from the whole dose curve; as a rule, active = well fitted curve in the direction sought with a large enough effect; inconclusive = small, poorly fitted or top-dose-only effect, or another doubt; inactive = no such curve, though single readings can be large; an effect the other way counts as inactive or inconclusive. Potency is the fitted concentration of half-maximal effect.

SMILES	NPC1 promoter act	VP16 counter	uPA generation	ELG1 genotox	FLuc counter	RORgamma inh	p53 reactivation	MBNL1-CUG inh	BRCA1 expr act	Rab9 prom act
COc1cc(/C=N/Nc2ccccn2)ccc1OCC(C)C	?	?	-5%	15%	2.7µM*	?	2%	.	38%	?
COc1ccccc1NC(=O)c1ccc(NC(=O)COC(=O)c2cccnc2Cl)cc1	.	.	3%	2%	.	.	1%	.	-13%	.
COc1ccc(C)cc1NC(=O)c1cc2ccccc2o1	5%	-4%	3%	7%	15µM*	3%	?	5%	-29%	-1%
COCCn1c(C)cc(C(=O)COC(=O)c2c(C)nn(Cc3ccccc3)c2C)c1C	-5%	2%	1%	-5%	?	44%	-6%	-7%	-29%	-18%
Cc1nc(C)c(-c2ccc(SCC(=O)Nc3ccc(C)c(Cl)c3)nn2)s1	-3%	-3%	2%	-3%	?	-13%	-2%	180%[activator]	-28%	-7%
CCC1CC(CSc2ncn[nH]2)OC1=O (stereo not drawn)	-4%	12%	3%	1%	-1%	2%	-2%	5%	3%	-6%
CC1CCN(C(=O)c2ccc3c(=O)n4c(nc3c2)CCCCC4)CC1	-2%	12%	-6%	3%	2%	-1%	5%	5%	3%	3%
Cc1n(CC(O)COC2CCCCC2)c2ccccc2[n+]1C (stereo not drawn)	1%	-5%	3%	-4%	2%	17%	7%	3%	-1%	3%
C=CC[C@H](CC(=O)OC(C)(C)C)C(=O)OC[C@@H]1CCCN1C(=O)[C@@H](CC=C)CC(=O)N[C@H](CO)Cc1ccccc1	.	.	-4%	-3%	.	.	-2%	.	0%	.
COC(=O)[C@]1(CC(C)C)N[C@H](c2ccc(-c3ccc4c(c3)OCO4)cc2)[C@@H]2C(=O)N(C)C(=O)[C@@H]21	-1%	.	-9%	-4%	-12%	.	2%	.	31%	-9%
Cc1cc(C)cc(NC(=O)CSc2ccc(-c3ccco3)nn2)c1	0%	1%	2%	-1%	?	?	7%	8%	7%	-5%
Cc1[nH]c2ccccc2c1C(=O)C(=O)N(C)C1CCCCC1	-3%	13%	-1%	0%	-10%	-38%	2%	-7%	6%	-9%
COc1ccc(C/C(N)=N/n2cnnc2)cc1Cl	-1%	.	-3%	0%	2%	1%[0.365 µM]	?	0%	2%	-3%
CCOC(=O)CNc1nc(Oc2ccc(=O)n(C)n2)nc(N(CC)CC)n1	-5%	-10%	-7%	5%	-3%&-1%	11%	-2%	-2%	-18%&5%	1%
COc1ccc(CCNS(=O)(=O)c2ccc(Br)s2)cc1	25%	3%	-1%	26%	?	43%	?	-1%	-23%	27%
CC(C)(C)c1cc(NS(=O)(=O)c2ccc3c(c2)OCCO3)on1	-3%	-4%	-4%	-3%	-2%	-26%	9%	14%	0%	1%
O=C(C1CCCO1)N1CCC(O)(c2ccccc2)CC1 (stereo not drawn)	-1%	0%	-3%	0%	7%	12%[10 µM]	0%	-2%	-1%	-9%
Cc1ccc(NC(=O)Cn2nnc(-c3ccccc3-n3cnnn3)n2)c(C)c1	-3%	3%	7%	-4%	-3%	23%	3%	4%	1%	4%
Cc1ccc(NC(=O)COC(=O)COc2cccc3c2OC(C)(C)C3)cc1S(=O)(=O)N1CCOCC1	-2%	.	5%	5%	2%	.	-5%	.	-3%	2%
CCc1sc(-c2ccccc2)nc1C(=O)OC	2%	-6%	-19%	0%	?	16%	-1%	.	10%	9%
CCOC(=O)C1CCN(C(=S)Nc2cc(C)ccc2C)CC1	0%	?	1%	0%	3%	18µM*	-7%	-3%	-6%	-3%
Cc1nnc(SCC(=O)Nc2ncc3c(n2)CC(c2ccccc2)CC3=O)s1 (stereo not drawn)	-1%	15%	1%	0%	1%	0%	4%	1%	-4%	-3%
CCN(CC)C(=O)c1cccc(NC(=O)C2=COCCO2)c1	1%	.	4%	1%	-8%	.	-2%	.	0%	-1%
CCOC(=O)c1cc(NC(=O)Nc2ccccc2Cl)c(C)nc1C	1%	-3%[10 µM]	-9%	-6%	-3%	13%	-2%	2%	0%	-10%
COc1ccc(NS(=O)(=O)c2cccc(C(=O)NCC(c3ccco3)N(C)C)c2)cc1 (stereo not drawn)	2%	.	11%	-1%	-7%	.	11%	.	-1%	-2%

(cont.)
SMILES	NPC1 promoter act	VP16 counter	uPA generation	ELG1 genotox	FLuc counter	RORgamma inh	p53 reactivation	MBNL1-CUG inh	BRCA1 expr act	Rab9 prom act
O=C1N=c2ccccc2=C1c1c(O)n(-c2cccc(F)c2)[nH]c1=O	1%	-13%	2%	2%	?	5%	9%	.	-4%	-6%
CC(C)CCn1c(=O)c2c(nc3n2CCCN3Cc2ccccc2)n(C)c1=O	-3%	-15%	3%	-2%	0%	39%	1%	0%	-37%	-5%
O=C(NCC(c1ccco1)N1CCCC1)c1ccccc1Sc1ccc(C(F)(F)F)cc1[N+](=O)[O-] (stereo not drawn)	-4%	.	-4%	-7%	0%	.	0%	.	-18%	-19%
COC(=O)c1c(-c2ccc(C)cc2)csc1NC(=O)Cc1ccc(OC)c(OC)c1	0%	?	-1%	-6%	2%	7%	-2%	0%	-61%	-5%
CCC(=O)c1cc2c(C)cc(=O)oc2c(C)c1OC(=O)C(C)C	3%	-8%	3%	0%	-6%	4%	1%	-21%	30%	-6%
O=C1CC(NS(=O)(=O)c2cccs2)CN1c1ccccc1 (stereo not drawn)	0%	.	7%	-2%	4%	.	1%	.	3%	-4%
COc1ccc(Cn2c(=S)[nH]c3cc(C(=O)N4CCN(c5ccccc5)CC4)ccc3c2=O)cc1	-2%	2%	-1%	-7%	-1%	?	3%	-1%	-8%	-5%
O=C1N=C(N2CCC(Cc3ccccc3)CC2)S/C1=C/c1cn[nH]c1-c1ccccc1	-4%	-10%	-10%	-12%	-1%	31%	-1%	0%	-68%	-2%
COc1ccc2c(=O)cc(C(=O)O)oc2c1	-5%	10%	-4%	0%	0%	-4%	-2%	-7%	-2%	1%
COc1cccc(N2CC(NC(=O)C(=O)c3c[nH]c4ccccc34)CC2=O)c1 (stereo not drawn)	-2%	.	2%	-2%	-5%	.	-1%	.	3%	1%
O=C(N/N=C\c1ccc(CNS(=O)(=O)c2ccc(Cl)cc2)o1)C(=O)Nc1ccc(Oc2ccccc2)cc1	3%	13µM*	-2%	?	3%	13µM*	8%	.	-82%	1%
CCOc1ccc(Cn2nnc(C(=O)NCCc3ccccc3)c2N)cc1	19%	1%	10%	10%	-2%	-5%	22%	15%	0%	-7%
Cc1ccc(C)c(N2CCN(C(=O)CCCn3c(=S)[nH]c4cc5c(cc4c3=O)OCO5)CC2)c1	-6%	.	-6%	-27%	2%	-3%[0.365 µM]	-8%	-5%	1%[1.84 µM]	-3%
Cn1c(=O)c2[nH]c(N=Nc3ccc(N)cc3N)nc2n(C)c1=O	0%	-8%	-3%	1%	?	-11%	-3%	?	-9%	-2%
COc1ccccc1NS(=O)(=O)c1cccc(NC(=O)C2CC(=O)N(Cc3ccccc3)C2)c1 (stereo not drawn)	-4%	0%	2%	-14%	1%	42%	0%	-2%	-19%	-5%
Oc1ccccc1CNc1nccs1	-2%	-11%	2%	-2%	1%	-14%	?	6%	-4%	-1%
CCn1c(SCC(=O)NC2CCCCC2)nc2c(c1=O)SCC2	-3%	1%	3%	-2%	-1%	-3%	2%	11%	-30%	-3%
Cc1cc(C)n(/N=C/c2ccc(O)cc2)c(=O)c1C#N	-2%	2%	-2%	0%	1%	21%	-1%	5%	0%	-2%
COC(=O)c1ccc(NC(=O)c2cccc(NC(=O)c3ccccc3)c2)cc1	12%	3%	6%	4%	-13%	?	-19%	2%	4%	19%
Cc1ccsc1/C=N/n1c(C2CCCCC2)n[nH]c1=S	2%	3.2µM*	5%	0%	1%	2.5µM*	4%	-8%	-13%	1%
Cc1ccc(Oc2ccc(NC(=O)Cn3ccsc3=N)cc2)cc1	-1%	2%	12%	-10%	2%	-31%	-5%	-4%	-80%	-10%
Cc1noc(C)c1COc1ccccc1C(=O)NNC(=O)c1ccccc1	-4%	.	-3%	1%	4%	.	-2%	.	7%	-2%
CC(C)(C)[C@H]1COC(=O)[C@H](NC(=O)OCC2c3ccccc3-c3ccccc32)C/C=C\C[C@@H](CC(=O)N[C@H](CO)Cc2ccccc2)C(=O)N1	.	.	-21%	-2%	.	.	1%	.	0%	.
CCOc1ccc(-n2cc(C(=O)Nc3ccc(Cl)cn3)c3cc(OC)c(OC)cc3c2=O)cc1	-1%	2%	3%	0%	1%	-1%	-1%	9%	-15%	-7%
O=C(CSc1cc(Cl)ccc1Cl)NCC(=O)Nc1ccc(F)c(F)c1F	0%	-1%	4%	-1%	2%	1%	-6%	5%	-38%	3%
c1ccc(SCc2nc(-c3ccncc3)n[nH]2)nc1	-13%	-19%	4%	-2%	-13%	19%	3%	.	53%	16%
Cc1ccccc1S(=O)(=O)/N=C(/Nc1nc2ccccc2s1)c1ccccc1	.	.	-8%	17%	.	.	?	.	-1%	.
Cc1cccc(NC(=O)NNC(=O)COc2ccc([N+](=O)[O-])cc2)c1C	2%	9%	-8%	2%	3%	-33%	-6%	?	-15%	7%
COCCNC(=O)CSCc1cc(C)cc(C)c1	-1%	-7%	0%	1%	-1%	-1%	3%	2%	-32%	-6%

Random draw from the library (roughly 13% active in at least one column).
